# TRPN1 ag – zebrafish TRPN1 channel agonists, primary screen, cell-based, HEK293, calcium fluorescence; HEK293 zebrafish TRPN1-YFP, Fluo-8 calcium fluorescence; 100% = response to 87 µM carbachol; activation, % at 3 µM; AID 1424, 2008; 220,000 tested, 0.18% active;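 active = activation above its plate's cutoff, the mean activation of test wells on that plate plus 3 SD, cut at about 19% in these data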;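 also: 0% = DMSO alone and 100% = 87 µM carbachol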
#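 Control set: carbachol 87 µM as high control, DMSO as low control; system: HEK293 stable line with zebrafish TRPN1-YFP; read-out: % activation versus carbachol response; detection: intracellular calcium fluorescence with Fluo-8; doses: single test compound dose, 3 µM nominal, 0.3% DMSO; schedule: dye 1 h 37 °C plus 30 min RT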
# Furin inh – human furin inhibitors, primary screen, biochemical, fluorescence intensity; purified furin, fluorogenic substrate cleavage; inhibition, % at 30 µM; P09958; 220,000 tested, 0.061% active; in the data active = inhibition above about 25%; also: inactives centre near -15
# Target sequence (P09958 108-714 limits assumed): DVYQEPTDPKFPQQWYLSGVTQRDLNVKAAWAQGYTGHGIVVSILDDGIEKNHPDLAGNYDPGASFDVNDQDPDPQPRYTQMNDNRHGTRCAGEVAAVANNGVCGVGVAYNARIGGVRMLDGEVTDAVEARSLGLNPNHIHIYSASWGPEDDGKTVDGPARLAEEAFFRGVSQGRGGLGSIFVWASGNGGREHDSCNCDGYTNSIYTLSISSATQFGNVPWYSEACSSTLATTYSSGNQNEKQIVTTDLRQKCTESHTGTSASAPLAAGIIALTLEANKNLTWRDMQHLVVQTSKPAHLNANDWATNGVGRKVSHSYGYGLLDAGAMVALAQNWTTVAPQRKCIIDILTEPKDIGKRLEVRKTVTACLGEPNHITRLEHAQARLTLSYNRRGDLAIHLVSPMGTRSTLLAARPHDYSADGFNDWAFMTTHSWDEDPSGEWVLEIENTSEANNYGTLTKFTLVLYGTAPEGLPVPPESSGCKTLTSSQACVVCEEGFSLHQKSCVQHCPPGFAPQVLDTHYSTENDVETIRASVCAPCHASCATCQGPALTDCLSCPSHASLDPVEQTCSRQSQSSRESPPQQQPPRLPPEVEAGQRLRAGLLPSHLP
# PPC-1+TRAIL kill – compounds killing PPC-1 cancer cells with TRAIL present, primary screen, TRAIL potentiator project, ATPLite luminescence, uHTS. cell killing (% activity), % at 4 µM. AID 1443, 2008. PPC-1 cells + TRAIL, ATPLite viability luminescence. 220,000 tested, 0.41% active;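 active = cell killing above 50% in the first pass at 4 µM, then a duplicate retest at 5 µM averaging 50% or more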;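 also: plate controls were cells with TRAIL plus DMSO for no effect and medium-only wells lacking cells for full effect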
# KCC2 mod – KCC2 cotransporter modulators, thallium flux, primary screen, cell-based, HEK293 KCC2, FluoZin-2 fluorescence, MLSMR; B-score of Tl+ flux slope (higher = more flux/activation; lower = inhibition) at 10 µM; AID 1456, 2008; KCC2 cells, thallium flux FluoZin-2 fluorescence; Solute carrier family 12 member 5 (Homo sapiens), Q9H2X9; 190,000 tested, 2.2% active;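 active = thallium flux slope and its plate-corrected score both differing from the plate sample mean at a set confidence after two filtering rounds, in either direction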;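 also: slope of fluorescence scaled to starting intensity during 10 to 20 s after thallium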
# TRPML3 ag – human TRPML3 channel agonists, primary screen, cell-based, HEK293 TRPML3-YFP, Fluo-8 calcium fluorescence, 3 µM. 100% = the carbachol control signal. activation, % at 3 µM. 220,000 tested, 0.29% active. Mucolipin-3 (Homo sapiens), Q8TDD5;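 active = activation above its plate's cutoff, the mean activation of the plate's test wells plus 3 SD, cut at about 12% in these data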;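 also: 0% = DMSO only wells and 100% = carbachol wells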
#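 system = HEK293 cells stably carrying human TRPML3-YFP | doses = one concentration, 3 µM nominal, 0.3% DMSO | timing = dye loading 1 h 37 °C then 30 min ambient, 125 s read | detection = Fluo-8 calcium dye fluorescence, ex 470-495, em 515-575 nm | benchmarks = high control carbachol 87 µM, low control DMSO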
# Calpain2 inh – inhibitors of pig calpain II, primary screen, biochemical, fluorogenic peptide substrate, 1536-well; purified calpain II, 30 min; inhibition, % at 16 µM; 220,000 tested, 0.37% active; AID 1236, 2008;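 active = inhibition above about 50%, limit read from the data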
# Thrombin inh – human alpha-thrombin inhibitors, primary screen, counter-screen for coagulation protease inhibitor project, biochemical, 1536-well, fluorogenic AMC substrate. inhibition, % at 5 µM. Prothrombin (Homo sapiens), P00734. Boc-VPR-AMC fluorogenic substrate cleavage. AID 1046, 2008. 220,000 tested, 0.26% active;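 active = inhibition at or above 40%; inactive = inhibition below 40%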;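 also: 0% = enzyme with no compound and 100% = wells without enzyme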
#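 Test system: human alpha-thrombin; medium: pH 7.5 Tris-saline with Tween 20; times: reaction at room temperature; signal: AMC fluorescence at 355 nm excitation and 460 nm emission; also added: Boc-VPR-AMC substrate, 15 µM final; dosing: one concentration per compound, 5 µM, with 0.2% DMSO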
# TbHK1 inh – Trypanosoma brucei hexokinase 1 inhibitors, primary screen, biochemical, G6PDH-coupled NADH absorbance, MLSCN library; recombinant TbHK1, G6PDH-coupled NADH A340; inhibition, % at 10 µM; 220,000 tested, 0.11% active;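 active = inhibition of 50% or more in the single-dose primary screen; inactive = inhibition below 50%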
# EBV gp42 inh – Epstein-Barr virus gp42 inhibitors, primary screen, biochemical, uHTS, fluorescence polarization; Glycoprotein 42 (Epstein-Barr virus (strain AG876)), Q1HVG2; Fluorescence polarization binding assay, mP read-out; inhibition, % (tested at 21.74 µM); 220,000 tested, 0.42% active; in the data active = inhibition above about 50%
# Target sequence (Q1HVG2 whole entry, looked up): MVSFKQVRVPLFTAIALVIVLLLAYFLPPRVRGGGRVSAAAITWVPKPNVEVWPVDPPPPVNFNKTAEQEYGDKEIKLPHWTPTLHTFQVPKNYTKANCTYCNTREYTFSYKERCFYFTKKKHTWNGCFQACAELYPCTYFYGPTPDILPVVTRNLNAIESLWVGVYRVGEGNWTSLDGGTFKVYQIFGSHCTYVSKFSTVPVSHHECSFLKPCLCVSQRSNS
# An asterisk follows results filed as active; . = not tested or not shown; [ ] = remark or other dose. Compounds were not picked by outcome. About 3.6% of those tested had a hit in this group.
canonical_smiles	Furin inh	EBV gp42 inh	TRPN1 ag	Thrombin inh	TRPML3 ag	Calpain2 inh	PPC-1+TRAIL kill	KCC2 mod	TbHK1 inh
CC(C)CC(NC(=O)c1ccccc1)C(=O)OCC(=O)Nc1ccc(Br)cn1 (stereo not drawn)	6[20 µM]	-5	-1.0	1	-1.0	22	-10	.	6
CC1Cc2cc(/C=C3/SC(=S)N(C)C3=O)ccc2O1 (stereo not drawn)	-24	-15	0.9	0	-0.3	-1	12	0.64	-5
CCCc1cc(=O)[nH]c(-n2[nH]c3c(c2=O)CCCC3)n1	-18[20 µM]	14	2.8	-1	2.2	0	20	.	-3
O=C(CN(Cc1cccs1)C(=O)CNS(=O)(=O)c1ccccc1)NC1CCCC1	-20	-11	-1.5	-4	0.0	3	14	0.43	-3
CN(C)S(=O)(=O)c1ccc(NC(=O)CSc2n[nH]c(=O)n2C2CC2)cc1	-19	-10	1.0	8	1.0	-5	-7	0.15	2
COc1ccc(/C=N/NC(=O)Nc2cccc3nsnc23)cc1	0	-6	-0.1	-11	0.7	-141	-3	0.5	8
CC(C)CC(NC(=O)C1CCC(C)CC1)C(=O)N1CCN(c2ccccn2)CC1 (stereo not drawn)	-24	-21	-2.4	-7	-1.3	6	9	-1.6	-4
Cc1cc(C(=O)COC(=O)C2COc3ccccc3O2)c(C)n1CC1CCCO1 (stereo not drawn)	-25[20 µM]	-11	1.6	-8	0.6	-9	27	-0.019	-3
CCc1cc(C(c2cccc(OC)c2)N2CCOCC2)c(NC(=O)c2ccccc2)s1 (stereo not drawn)	-4[20 µM]	14	-2.6	-7	-1.2	1	4	-0.071	-1
CC(=O)/C(C(=N)N1CCN(C(c2ccccc2)c2ccccc2)CC1)=C(\C)O	-16	9	-1.1	-9	0.6	4	-10	-0.055	-1
N#Cc1nc(Cc2cccc3ccccc23)oc1NCC1CCCO1 (stereo not drawn)	-16	-10	-0.6	0	-0.2	-10	2	.	-5
CCOC(=O)N1CCC(NC(=O)c2cc3c(-c4ccccc4F)nn(C)c3s2)CC1	-22	-7	0.6	0	0.0	-20	-10	.	1
CC(C)(C)OC(=O)NCCCC[C@H](NC(=O)c1nc[nH]c1C(=O)NCc1ccccc1)C(=O)OC(C)(C)C	-9	-2	-1.8	-3	-1.1	49	21	-0.77	11
Cc1ccc(S(=O)(=O)NCCNC(=O)N2CCOCC2)cc1	-15[20 µM]	6	1.1	-3	0.7	1	4	0.37	1
COC(=O)c1cn(NC(=O)Cc2ccccc2OC)c(=O)c2ccccc12	-14	-13	-1.3	-4	0.0	-9	19	-0.83	-7
Cc1ccc(Cl)cc1N1CCN(C(=O)C2CCN(S(=O)(=O)c3c(C)nn(C)c3C)CC2)CC1	-7	-4	4.5	2	0.8	-46	20	.	3
CN(C(=O)COc1ccccc1C(=O)NCCOc1ccccc1)c1ccccc1	-4	13	1.7	1	-0.1	12	-2	-1.2	4
COCc1c(C(=O)N2CCN(c3ccc(C(F)(F)F)cn3)CC2)oc2ccccc12	-3[20 µM]	-7	0.5	1	-0.7	-4	9	.	0
COCCCC1CCN(C(=O)CCc2nnc(CCCCc3ccccc3)o2)CC1	-23	-4	2.4	-7	2.4	-32	7	-2.9	-10
CC(O)CNc1nc(Cl)c(C#N)s1 (stereo not drawn)	-18	4	0.0	-4	0.0	-17	7	0.26	-2
O=c1ccnc(NCCc2ccccc2)[nH]1	-27[20 µM]	-29	0.2	0	1.4	-1	19	0.82	-4
CNC(=O)NC1CCCc2ccccc21 (stereo not drawn)	-20	-19	-0.3	-3	1.3	-7	8	0.68	5
N=c1nc(SCCC(=O)O)ss1	-24	-4	-0.3	-9	1.9	-7	-17	0.25	7
CCCCC(=O)Nc1ccccc1CC	-24	-16	0.8	1	0.3	-8	16	-0.35	8
CCc1cccc(CC)c1NC(=O)C1SC(=Nc2ccccc2C)C(c2nc3ccccc3s2)=C1N (stereo not drawn)	-2[20 µM]	-12	0.1	-2	0.6	-163	45	0.014	-31
O=C(NNc1ccccc1C(F)(F)F)c1sccc1Br	-9	-9	-1.2	2	1.5	-7	8	0.64	-4
COC(=O)c1ccc(NC(=O)CC2C(=O)N(C)C(=S)N2Cc2ccc(S(N)(=O)=O)cc2)cc1 (stereo not drawn)	3	3	-0.5	18	0.8	10	22	0.0079	-1
O=C(C1CC(c2ccc(F)cc2)=NO1)N1CCCc2ccccc21 (stereo not drawn)	-17[20 µM]	1	0.5	-4	0.4	-8	0	-1.8	-6
Cc1ccc(S(=O)(=O)/N=C2\SC(CC(=O)Nc3ccc(F)cc3)C(=O)N2c2ccccc2)cc1 (stereo not drawn)	3	-8	0.2	-14	0.1	-6	8	-0.12	32
CCOC(=O)N1CCN(c2c(NCCc3ccc(OC)c(OC)c3)c(=O)c2=O)CC1	-24	-6	1.0	1	0.7	-21	20	.	-5

canonical_smiles	Furin inh	EBV gp42 inh	TRPN1 ag	Thrombin inh	TRPML3 ag	Calpain2 inh	PPC-1+TRAIL kill	KCC2 mod	TbHK1 inh
CCOC(=S)SCC(=O)Nc1nc(-c2ccccc2)cs1	-17	8	-0.8	23	-0.6	32	20	0.73	-1
CCOC(=O)c1cccc(NC(=O)CNC(=O)C2CCCCC2)c1	-10	-9	1.5	-1	-0.6	-2	2	.	-8
Cc1cccc(N(Cc2ccccc2)C(=O)CCl)c1	-10	-1	-0.7	2	0.3	7	7	-1.5	0
COc1ccc(OC)c(C(=O)COC(=O)c2cc(C)oc2C)c1	-12[20 µM]	-11	-2.4	-6	-0.4	13	35	.	-2
CCOC(=O)C(=O)NCc1ccc(/C=C2/N=C(C)C(C(=O)OCC)=C2O)o1	-5	-13	1.4	-1	1.9	-37	28	-0.83	-24
CCCn1nnc(NC(=O)c2ccc3c(c2)OCO3)n1	-26	-13	1.4	0	0.9	-17	1	0.63	-9
CC(=O)NCC(=O)OCC(=O)c1ccc(Br)cc1	-10	-11	-0.1	-5	0.4	11	12	0.17	16
Cc1nc(N)sc1C(=O)N/N=C/c1ccco1	-11	-14	1.6	3	0.9	22	12	-0.24	-78
CN(C)c1ccc(CNCCC2(O)CCOC(C)(C)C2)cc1 (stereo not drawn)	-15	-10	1.0	0	1.3	6	-10	0.53	-3
CC1C/C(=N\Nc2ccc(S(N)(=O)=O)cc2[N+](=O)[O-])CC(C)(C)C1 (stereo not drawn)	-18	-2	-1.8	-5	-0.6	24	23	0.54	0
N=c1n(CCO)c2ccccc2n1Cc1ccc(Cl)cc1	-25	-10	1.3	-4	0.1	-8	6	0.17	1
C=CCSc1nc2sc3c(c2c(=O)[nH]1)CCC3	-19	-2	2.5	-1	0.5	-30	4	-0.14	-7
COc1ccc(C(=O)C2CCCN(C(=O)c3cc(C)nc(C)n3)C2)cc1OC (stereo not drawn)	-16	-15	1.8	.	1.4	-20	12	0.25	0
O=C(OCc1nc2scc(-c3ccccc3)c2c(=O)[nH]1)c1cc(Cl)ccc1[N+](=O)[O-]	-3	-18	0.6	-5	0.2	-25	15	-0.14	6
CSc1nc(-c2ccco2)nn1S(C)(=O)=O	-25[20 µM]	-10	1.0	-3	0.9	-12	34	.	5
O=C(NOC(=O)c1ccccc1Cl)c1cccs1	-11[20 µM]	-14	1.1	2	1.4	-15	-4	-0.76	2
C[N+](C)(C)CCOP(=O)([O-])OC[C@H](O)CO	-1	-10	0.7	.	0.8	5	14	0.42	-2
CNC(=O)CNC(=O)Nc1ccc(C)cc1	-8	-6	0.8	-5	-0.1	12	10	0.49	10
O=C(Cc1n[nH]c(=O)c2ccccc12)Nc1ccc(-c2nnc3n2CCCCC3)cc1	-22[20 µM]	-4	-0.8	4	0.5	-1	8	0.39	-8
COCCNC(=O)c1ccc2c3n(nc2c1)-c1ccc(C)cc1CO3	-1	2	.	-9	.	-188	43	-0.36	-25
Cc1csc(SCC(=O)Nc2cccc(S(=O)(=O)N3CCOCC3)c2)n1	-26	-11	0.3	7	0.2	-10	2	0.26	-1
CCN(CC)S(=O)(=O)c1cccc(NC(=O)c2ccc(SC)cc2OC)c1	-15	-20	6.8	-3	4.2	2	23	-1.2	-3
Oc1ccccc1-c1nnc(COc2ccc(Cl)cc2Cl)o1	-12	-9	-0.2	-6	0.0	-40	26	0.55	3
Cn1c(=O)c2c(nc(NCc3ccccc3)n2CC(=O)NCc2ccccc2)n(C)c1=O	7[20 µM]	-4	1.2	-1	0.6	25	6	1.6	-5
CCCNC(=O)c1ccccc1NS(=O)(=O)c1ccc2c(c1)OCCO2	-14	-12	1.4	2	0.8	-74	23	-0.56	-2
O=c1nc(N(c2ccccc2)c2ccccc2)[nH]c(=O)[nH]1	-14[20 µM]	-25	1.2	-2	0.8	-22	38	-0.00087	-2
CC1(C)CC(=O)C2=C(C1)N(c1ccccc1)C(N)=C(C#N)C2c1cccnc1 (stereo not drawn)	-5	-2	-0.7	5	-0.1	-21	15	.	47
C/C(=N\NC(N)=S)c1ccncc1	2	-12	2.0	2	1.1	-23	4	0.11	-16
COc1ccc(-c2[nH]ncc2C=O)cc1	-26	-3	1.0	-1	0.3	-12	41	-0.21	-1
Cc1c(N2C(=O)C(=O)/C(=C(/O)c3ccc(Br)cc3)C2c2cccnc2)c(=O)n(-c2ccccc2)n1C (stereo not drawn)	-7	8	-0.8	-6	1.2	15	31	.	-29
Cc1cc(Nc2ccccc2)n(-c2ccccc2)n1	-9[20 µM]	-6	-0.3	2	-0.7	-34	4	-0.18	5
CCOC(=O)N1CCN(C(=O)CN(Cc2ccc(Cl)cc2)S(=O)(=O)c2ccccc2)CC1	-4[20 µM]	-11	0.4	-3	1.3	-21	7	-0.26	0

# Results in Thrombin inh, Calpain2 inh and PPC-1+TRAIL kill, for some of the entries so far:
SMILES,Thrombin inh,Calpain2 inh,PPC-1+TRAIL kill
CNC(=O)CNC(=O)Nc1ccc(C)cc1,-5,12,10
O=C(Cc1n[nH]c(=O)c2ccccc12)Nc1ccc(-c2nnc3n2CCCCC3)cc1,4,-1,8
COCCNC(=O)c1ccc2c3n(nc2c1)-c1ccc(C)cc1CO3,-9,-188,43

# High-throughput results from PubChem.
